High-throughput results (PubChem BioAssay)
PTAP TSG101 blk: blocks PTAP/TSG101 interaction to inhibit HIV-1 budding. Q99816. Fluorescence polarization, FITC-PTAP peptide / Tsg101 binding. Potency, µM (highest dose often 115 µM), inactives show at the highest dose activity change, negative = inhibition, hits mostly inhibitors. 340,000 tested, under 10 active. AID 493005; active = well fitted inhibition curve with a large enough effect in the main read-out, with a control signal flat, not every such curve was filed as active; inconclusive = small, poorly fitted or top-dose-only effect, or effect the other way, or a change in a side signal; inactive = no such curve, though single readings can be large or run the other way; also: potency is read from the fitted curve at half-maximal effect; % of control where 0% means no effect
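Fluorescence anisotropy tracks displacement of a FITC-tagged PTAP peptide (50 nM) from the Tsg101 binding domain (10 uM), following a 20 min room-temperature incubation at pH 7.5.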
TCR act: activators of T cell receptors; Potency, µM (top dose mostly 9.22 µM), for the others: at the top dose activation of IL-2 secretion, most hits filed as activators; 330,000 tested, under 10 active; primary human leukocytes, anti-CD3, IL-2 HTRF, 48 h; also: % of control where 0% means no effect
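48 hr co-incubation of compounds, a-CD3 beads and primary human leukocytes; IL-2 quantified homogeneously by HTRF with anti-IL-2 K and d2 conjugates.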
B2AR arrestin: agonists driving beta-arrestin recruitment to human beta2-adrenergic receptor. Potency, µM (top dose mostly 46.1 µM), for inactives: top-dose activation, most hits filed as activators. P07550. beta-arrestin recruitment to beta2AR, cell-based reporter. 330,000 tested, 0.02% active;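 also: potency is read from the fitted curve at half-maximal effect; 0% = DMSO controls and full agonism = EC100 isoproterenol or metaproterenol; nearly all actives have a fitted effect of over 65% in size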
Target sequence (P07550 whole entry, looked up): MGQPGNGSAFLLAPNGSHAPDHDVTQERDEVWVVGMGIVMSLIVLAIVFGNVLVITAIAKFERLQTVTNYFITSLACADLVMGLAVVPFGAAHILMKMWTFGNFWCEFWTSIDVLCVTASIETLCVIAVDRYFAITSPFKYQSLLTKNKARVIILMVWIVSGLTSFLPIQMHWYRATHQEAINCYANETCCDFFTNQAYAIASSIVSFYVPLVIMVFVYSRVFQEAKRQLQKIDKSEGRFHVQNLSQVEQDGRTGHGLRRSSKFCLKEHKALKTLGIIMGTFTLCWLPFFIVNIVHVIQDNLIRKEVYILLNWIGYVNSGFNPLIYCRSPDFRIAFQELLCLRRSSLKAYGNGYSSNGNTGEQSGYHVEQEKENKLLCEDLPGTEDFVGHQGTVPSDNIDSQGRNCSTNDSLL
Mito fusion yeast: blocks mitochondrial division or promotes mitochondrial fusion. S. cerevisiae fusion-defective mutant growth rescue, CellTiterGlo 48 h. Potency, µM (doses to about 46.1 µM), inactives show at the highest dose growth rescue (activation), most hits filed as activators. 320,000 tested, 0.23% active;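 also: potency is read from the fitted curve at half-maximal effect; % of control where 0% means no effect; nearly all actives have a fitted effect of over 45% in size; temperature-sensitive fusion mutants such as fzo1-1 at 37 °C on non-fermentable ethanol glycerol medium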
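Luminescent cell viability in 1536-well qHTS format served as the measure of rescued growth in ts fusion-mutant S. cerevisiae cultured on non-fermentable YPEG for 48 hours at 37C.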
Tb PFK block: T. brucei PFK enzyme inhibition; T. brucei PFK, ADP-Glo luminescence; 330,000 tested, 0.17% active; O15648; Potency, µM (highest dose often 57.5 µM), for the others: at the highest dose activity, negative = inhibition, usual class: inhibitors; AID 485367;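 also: potency is read from the fitted curve at half-maximal effect; 0% = uninhibited 1x PFK enzyme wells and -100% = no-enzyme wells; nearly all actives have a fitted effect of over 60% in size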
Target sequence (O15648 whole entry, looked up): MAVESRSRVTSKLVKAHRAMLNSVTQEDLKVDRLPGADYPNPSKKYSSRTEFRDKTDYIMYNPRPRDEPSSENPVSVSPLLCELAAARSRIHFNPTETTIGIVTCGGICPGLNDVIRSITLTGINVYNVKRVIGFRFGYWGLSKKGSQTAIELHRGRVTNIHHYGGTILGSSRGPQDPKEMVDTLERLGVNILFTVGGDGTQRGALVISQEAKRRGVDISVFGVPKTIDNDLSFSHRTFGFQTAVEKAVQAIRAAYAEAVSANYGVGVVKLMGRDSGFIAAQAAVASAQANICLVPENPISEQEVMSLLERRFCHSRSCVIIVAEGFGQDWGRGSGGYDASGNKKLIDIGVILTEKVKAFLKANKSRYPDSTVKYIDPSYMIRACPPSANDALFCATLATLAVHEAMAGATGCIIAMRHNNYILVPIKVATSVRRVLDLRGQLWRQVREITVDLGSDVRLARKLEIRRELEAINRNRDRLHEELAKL
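In TEA buffer at pH 8.0 with 5 mM MgCl2, enzyme (1.25 nM) converted F6P (0.5 mM) and ATP (0.1 mM) for 45 min at room temperature. ADP product was read by luciferase luminescence.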
TSHR antag: blocks TSH signaling through the human TSH receptor. P16473. TSHR-expressing cells, TSH-stimulated cAMP HTRF, 2 h; hits give low values. activity change, negative = inhibition, % at 11.5 µM. 330,000 tested, 0.2% active. AID 504810;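 active = activity change below a set negative limit, meaning inhibition stronger than a set level, cut at about -70% in these data; inconclusive = activity change between two set negative limits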; also: % is scaled to controls: 0 for no effect and ±100 for the full control effect
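Inhibition of cAMP made by TSHR-expressing cells under TSH stimulation (4nM final, EC80; 2 h, 37 deg C) is quantified with a one-step lysis HTRF kit, anti-cAMP cryptate versus cAMP-d2.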
USP2a block: USP2a (human) protease inhibition. O75604. 330,000 tested, 0.01% active. USP2 core, Ub-CHOP2 coupled fluorogenic reporter, 485/531. Potency, µM (series often up to 38.3 µM), for inactives: at the top dose activity change, negative = inhibition, usual class: inhibitors;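 also: potency is read from the fitted curve at half-maximal effect; plate controls were DMSO wells for no effect and full inhibition by NEM control for full effect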
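Deubiquitinase activity read as fluorescence (485/531 nm) after Ub-CHOP2 cleavage activates the enterokinase reporter on its substrate; USP2 core 10nM, Ub-CHOP2 and substrate 25nM each, 30min compound preincubation then 60min RT; data normalized to NEM, curves fitted.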
Eya2 phos inh: blocks the phosphatase activity of human Eya2; O00167; recombinant Eya2, OMFP fluorescence dephosphorylation (OMFP is methylfluorescein phosphate); Potency, µM (doses to about 76.9 µM), without a hit: at the top dose activity, negative = inhibition, hits mostly inhibitors; 330,000 tested, 0.006% active; AID 488837; also: potency is read from the fitted curve at half-maximal effect; % is scaled to controls: 0 for no effect and ±100 for the full control effect
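Eya2 (0.2 uM) preincubated 10 min at ambient with compound, then OMFP substrate added at 50 uM; 10 min reaction in 50 mM HEPES pH 7.5, 50 mM NaCl, 5 uM MgCl2, 0.05% BSA, 1 mM DTT. Fluorescence read at Ex 485/Em 525 nm.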
ELG1 repair inh: blocks ELG1-dependent DNA repair in HEK293T cells; HEK293T ELG1-luciferase reporter, luminescence, 16 h; DNA damage induced by 5-fluorouridine; Potency, µM (top dose mostly 46.1 µM), for the others: at the top dose activity change, negative = inhibition, most hits filed as inhibitors; 330,000 tested, 2.3% active; also: potency is read from the fitted curve at half-maximal effect; % is scaled to controls: 0 for no effect and ±100 for the full control effect; nearly all actives have a fitted effect of over 55% in size
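5-Fluorouridine DNA damage + compound/DMSO, 2,000 cells/well, 16 h, 37 °C/5% CO2. ONE-Glo, 30 min RT, luminescence. Readout = decrease in reporter signal.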
uPA surface inh: blocks generation of uPA at the cell surface | 330,000 tested, 0.31% active | AID 540303 | Potency, µM (doses to about 38.3 µM), for the others: at the top dose activity change, negative = inhibition, hits mostly inhibitors | cell surface uPA generation assay, qHTS; active = well fitted inhibition curve with a large enough effect; inconclusive = small, poorly fitted or top-dose-only effect; inactive = no such curve, though single readings can be large or run the other way; tested in mouse RAW 264.7 cells; also: potency is read from the fitted curve at half-maximal effect; % is scaled to controls: 0 for no effect and ±100 for the full control effect; nearly all actives have a fitted effect of over 55% in size
BCR signal inh: chronic active BCR signaling inhibition; ABC-DLBCL IkBa-CBG/CBR reporter, luminescence ratio, 4 h; Potency, µM (doses to about 46.1 µM), without a hit: at the highest dose ratio change, negative = lower green/red ratio, hits mostly inhibitors; 340,000 tested, 0.05% active; active = well fitted inhibition curve with a large enough effect in the signal ratio, with a control signal flat, not every such curve was filed as active; inconclusive = small, poorly fitted or top-dose-only effect, or effect the other way, or a change in a side signal; the % refers to the signal ratio;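 also: potency is read from the fitted curve at half-maximal effect; plate controls were basal doxycycline-induced cells for no effect and cells given 10 µM MG132 for full effect; MG132 reads +100%, hits lower the ratio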
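Concentration-response series (up to 46 uM) were applied to TMD8 dual-reporter cells for 4 h at 37C with doxycycline. Green/red ratio, after filter-overlap correction, defined %Activity; red signal alone was normalised to basal cells and zero luminescence.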
Active calls of the source: *; u = inconclusive; x = no result given; & = joins results of further samples; [ ] = remark or other dose. Unless noted, calls follow the shape of the dose curve; as a rule, active = well fitted curve in the direction sought with a large enough effect; inconclusive = small, poorly fitted or top-dose-only effect, or another doubt; inactive = no such curve, though single readings can be large; an effect the other way counts as inactive or inconclusive.

structure,PTAP TSG101 blk,TCR act,B2AR arrestin,Mito fusion yeast,Tb PFK block,TSHR antag,USP2a block,Eya2 phos inh,ELG1 repair inh,uPA surface inh,BCR signal inh
O=C(NCc1ccccc1CN1CCCC1)C1CCN(S(=O)(=O)c2ccc(F)c(F)c2)CC1,-2%,4%,0.5%,-2%,2%,24,0%,15%,5%,2%,2%
O=C1Nc2cc3c(cc2Sc2ccccc21)OCCO3,0%,2%,-0.2%,-3%,1%,8,-1%,8%,2%,-1%,-16%
CN1CCC(N(C)C(=O)NC2CCCCC2)CC1,1%,-3%,0.0%,3%,-2%,2,-2%,9%,10%,-8%,1%
Cc1ccc2nc(Nc3ncc4c(n3)CCCC4=O)nc(C)c2c1,x,x,-0.3%,-9%,3%,1,2%,-6%,0%,x,-1%
Cn1c(Cn2nnc3ccccc32)nnc1SCC(=O)Nc1ccc2c(c1)OCO2,-3%,-14%,-0.9%,1%,4%,1,9%,11%,-2%,-10%,0%
O=C(NCCc1c[nH]c2ccccc12)C(F)(F)F,-9%,1%,-0.6%,4%,-1%,16,2%,-2%,u,3%,6%
CCS(=O)(=O)NCC(c1ccco1)N1CCN(c2ccc(F)cc2)CC1 (configuration not stated),-5%,-2%[46.1 µM],-1.5%,2%,5%,10,0%,-13%,-3%,-15%,-12%&-5%
Nc1ccc(-n2nncc2-c2ccco2)cc1,-11%,0%[46.1 µM],0.1%,-2%,-1%,13,3%,-6%,-21%,x,-3%
CC(C)N1CCC(NC(=O)Nc2ccccc2)CC1,-9%,1%,-0.5%,-9%,2%,7,2%,6%,1%,-1%,2%
O=C(c1ccncc1)N1CCN(S(=O)(=O)c2ccc(F)cc2)CC1,-2%,0%,0.0%,0%,1%,29,0%,-1%,-1%,11%,0%
Cc1ccc(OCCCC(=O)Nc2ccc(N3CCOCC3)cc2)cc1,-3%,-2%,-0.2%,-3%,1%,2,1%,-13%,1%,-1%,10%
O=[N+]([O-])c1cc(Cl)ccc1Oc1ccc(-c2nnco2)cc1,2%,-1%,-0.3%,0%,2%,-7,3%,4%,11%,1%,1%
O=C(O)CCCc1ccc2ccc3cccc4ccc1c2c34,-8%,4%,-0.3%,32%,25%,-12,-1%,3%,0%,-3%,u
O=C1CCc2cc(S(=O)(=O)Nc3cccc(F)c3)cc3c2N1CC3,-39%,6%,-0.2%,11%,-11%,-4,1%,-3%,22%,-1%,u
COc1cccc(NS(=O)(=O)c2ccc(NC(C)=O)cc2)c1,-1%,10%,0.0%,-2%,-3%,5,0%,9%,1%,x,-5%
Oc1c(Cl)cc(Cl)cc1CNc1ccccn1,-1%,x,0.1%,3%,1%,-3,-1%,0%,16%,-1%,u
Cc1ccc2cc3c(NC(=O)c4ccco4)nn(C)c3nc2c1,-6%,1%,0.0%,2%,11%,-14,-1%,6%,-20%,-6%,5%
O=C(NCc1ccccc1Cl)c1cc(C(=O)C2CC2)c[nH]1,1%,-3%,-0.9%,11%,0%,24,-3%,-29%,u,-5%,0%
COc1ccccc1NC(=O)C(=O)NCCC1CCCCN1S(=O)(=O)c1ccc(F)cc1 (configuration not stated),-4%,1%,-3.3%,20%,2%,-24,4%,3%,u,-1%,u
Cc1occc1C(=O)Nc1cccc(S(=O)(=O)N2CCOCC2)c1,2%,x,-0.3%,x,1%,x,5%,12%,1%,12%,-6%
CC(C)(C)c1ccc(C(=O)OCCNC(=O)c2c(Cl)nc3ccccn23)cc1,-2%,2%,-0.1%,u,-2%,-35,-6%,-38%,-4%,-2%,u
COCCCNC(=O)/C(C#N)=C/c1c(N2CCN(c3cccc(Cl)c3)CC2)nc2c(C)cccn2c1=O,-2%,14%,0.5%,14%,-3%,-3,1%,0%,23µM*,-16%,0%
COc1ccccc1NC(=O)c1ccc(Cl)c(S(=O)(=O)N2CCOCC2)c1,-3%,9%,-1.6%,-4%,3%,-19,1%,-3%,u,0%,3%
Cc1ccccc1C(=O)N1CCC(C(=O)Nc2ccc(C)c(S(=O)(=O)N3CCCCC3)c2)CC1,-11%,5%,0.4%,0%,0%,-5,0%,-18%,u,u,-3%
O=C(NCC1OCCc2ccccc21)C1COc2ccccc2O1 (configuration not stated),-3%,0%,-0.4%,-3%,0%,9,1%,-10%,4%,3%,0%
CC(=O)Nc1ccc(SCC(=O)N(C)CC(=O)Nc2ccccc2Cl)cc1,1%,5%,0.2%,x,-12%,6,1%,1%,-12%,1%,-4%
Nc1nc2ccc([N+](=O)[O-])c(N)c2s1,0%,6%,0.0%,-7%,-11%,22,0%,-5%,u,-11%,u
O=C(CCS(=O)(=O)c1cccc2nsnc12)N1CCN(Cc2ccc3c(c2)OCO3)CC1,-2%,-1%,-0.7%,-2%,2%,7,3%,-5%,15%,-3%,0%
CCC(C(=O)Nc1cc(C)nn1-c1nc(C)cc(C)n1)c1ccccc1 (configuration not stated),-4%,-2%,u,6%,3%,0,0%,-8%,-25%,-3%,u
O=C(NCC1CCCO1)C(=O)N/N=C/c1cc(Cl)ccc1O (configuration not stated),-5%,3%,-1.1%,3%,0%,-5,2%,10%,u,-9%,-2%
CCN(CC(=O)N1CCCCCC1)S(=O)(=O)c1ccc(C)cc1,-6%,x,-0.1%,5%,-1%,0,0%,-3%,6%,12%,-1%
COc1ccc(CNC(=O)CN(c2ccc(C)cc2)S(=O)(=O)c2c(C)nn(C)c2C)cc1,-2%,1%,0.6%,3%,0%,-5,4%,-1%,12%,1%,-9%
COc1ccc(OC)c(NC(=O)CCCNC(=O)c2ccc(Cl)cc2)c1,-1%,2%,-0.3%,4%,-13%,-1,-1%,-3%,-5%,6%,u
COC(=O)CNS(=O)(=O)c1ccc(C)cc1,-6%,3%,0.2%,0%,-6%,8,4%,36%,1%,0%,-5%
CC1CCCN(C2(O)C(=O)Nc3c(C(F)(F)F)cccc32)C1 (configuration not stated),1%,-32%,-0.1%,-13%,-1%,-5,0%,8%,8%,1%,-2%
S=C(N/N=C/c1ccc2c(c1)OCO2)NC1CC2CCC1C2 (configuration not stated),-2%,-8%,5.3%,1%,5%,-1,-9%,12%,u,12%,-12%
O=C(COc1ccccc1Br)N1CCN(c2ccccc2)CC1,-3%,3%,-0.2%,29%,7%,-9,8%,-10%,-3%,x,2%
O=C(O)/C(=C\C(=O)c1ccccc1)Nc1ccccc1,x,x,-0.6%,0%,1%,-8,-1%,0%,u,x,u
CC(NC(=O)c1cc(-c2ccncc2)nc2ccc(Cl)cc12)C1CCCO1 (configuration not stated),1%,3%,0.5%,9%,-2%,-6,1%,-15%,-6%,0%,u
COc1ccc(C(CNC(=O)c2cccc(Br)c2)N2CCCC2)cc1 (configuration not stated),0%,6%,-0.7%,-1%,0%,-4,3%,0%,1%,-6%,-17%
COC(=O)c1ccc(-c2noc(CN3CCCC(CNC(C)=O)C3)n2)cc1 (configuration not stated),1%,-14%,0.4%,-7%,2%,10,0%,0%,-5%,7%,u
Cc1cccc(C)c1NC(=S)N(CCCN1CCCCC1)Cc1ccco1,0%,-1%,0.5%,-4%,-1%,14,2%,-1%,15%,-3%,4%
Cc1cnc(C(=O)OCC(=O)Nc2cc(Cl)ccc2C#N)cn1,-1%,1%[46.1 µM],-0.9%,x,3%,-7,3%,-11%,4%,4%,7%
CC(C)C[C@H](NC(=O)OC(C)(C)C)C(=O)N1CCC(C(=O)N[C@@H](Cc2c[nH]c3ccccc23)C(=O)O)CC1,-5%,-1%,0.5%,-15%,1%,-1,2%,-5%,0%,9%,-1%
Cc1ccc(-n2nc(C)c3c(C)c(CCC(=O)O)c(C)nc32)cc1C,-4%,-1%,0.0%,19%,22%,-4,2%,1%,0%,7%,u
